# PKM2 activator: activators of human pyruvate kinase M2. Potency, µM (top dose mostly 57.5 µM), without a hit: at the top dose activation, actives largely listed as activators. AID 1631. P14618. purified PKM2, Kinase-Glo ATP luminescence, activation; response scale: 0% is enzyme alone, no compound. 260,000 compounds, 0.34% hits; note: potency is the fitted concentration of half-maximal effect; % is set by controls: 0 for no effect and ±100 for the full control effect; nearly all actives have a fitted effect of over 55% in size
#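 hPK-M2, >95% pure; 0.1 mM ADP / 0.5 mM PEP final; imidazole pH7.2 buffer w/ 7 mM MgCl2, 50 mM KCl; 1 h RT; Kinase-Glo lum. Intermediate enzyme activity for dual inhibitor/activator qHTS.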
# BRCA1 expr act: increases BRCA1 expression; Potency, µM (top dose mostly 46.1 µM), for inactives: top-dose activation, actives largely listed as activators; MCF7-BRCA1-FFLuc reporter, luminescence, 48 h; response scale: scaled: vehicle 0%, 10 µM genistein 100%; 380,000 compounds, 1.1% hits; note: potency is the fitted concentration of half-maximal effect; nearly all actives have a fitted effect of over 80% in size; some results filed as inactive show a strong effect at the top dose
#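 Cells: MCF7-BRCA1-FFLuc, 2000/well. Exposure: 48 h, 37 °C, 5% CO2. Read: luminescence, 15 min post-substrate. Controls: genistein 10 microM (maximal activation), DMSO (neutral).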
# RORg inh: inhibitors of mouse ROR gamma transcriptional activity; P51450; Drosophila S2 Gal4-RORgamma UAS-luciferase reporter, 20 h; Potency, µM (series often up to 53.6 µM), without a hit: top-dose activity change, negative = inhibition, most hits filed as inhibitors; 310,000 compounds, 5.4% hits; AID 2551; note: potency is the fitted concentration of half-maximal effect; % is set by controls: 0 for no effect and ±100 for the full control effect; nearly all actives have a fitted effect of over 60% in size
# Target sequence (P51450 whole entry, looked up, the tested form may be a part): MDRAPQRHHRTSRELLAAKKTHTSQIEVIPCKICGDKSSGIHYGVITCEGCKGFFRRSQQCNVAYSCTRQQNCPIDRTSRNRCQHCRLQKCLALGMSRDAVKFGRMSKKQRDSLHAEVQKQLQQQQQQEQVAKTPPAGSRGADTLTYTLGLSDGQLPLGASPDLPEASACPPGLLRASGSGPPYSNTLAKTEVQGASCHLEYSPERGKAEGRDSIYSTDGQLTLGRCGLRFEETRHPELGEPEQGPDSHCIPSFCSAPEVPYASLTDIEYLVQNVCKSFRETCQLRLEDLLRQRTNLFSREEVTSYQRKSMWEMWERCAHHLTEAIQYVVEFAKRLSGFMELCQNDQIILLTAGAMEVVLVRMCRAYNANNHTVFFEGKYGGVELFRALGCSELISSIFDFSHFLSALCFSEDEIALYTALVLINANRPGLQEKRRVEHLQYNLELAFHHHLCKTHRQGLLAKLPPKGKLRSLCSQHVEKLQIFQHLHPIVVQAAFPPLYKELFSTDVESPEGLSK
#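 Drosophila S2 cells stably expressing Gal4-DBD/mouse RORγ fusion under metallothionein promoter plus UAS-luciferase; compound 1 h, then 700 uM CuSO4 induction for 20 h at ambient temperature; inhibition read as reduced luminescence.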
# Giardia kill: Giardia lamblia killing; 340,000 compounds, 0.15% hits; Giardia lamblia trophozoite viability; AID 540267; activity change, % at 7.66 µM, hits read low; in the data active = activity change below about -80%; inconclusive = between about -30% and that limit;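 note: parasites exposed to compound for two days anaerobically before the ATP read; % is set by controls: 0 for no effect and ±100 for the full control effect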
#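 Killing of trophozoites was scored by loss of ATP luminescence after a 48 hrs anaerobic exposure to compounds at 37 deg C, using 100 cells per well.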
# Menin-MLL TR inh: displaces Texas Red mutant MLL peptide from human menin; O00255; Menin + Texas Red MLL mutant peptide, fluorescence polarization; Potency, µM (titrated, usually from 61.6 µM), inactives show at the highest dose FP activity change, negative = inhibition, usual class: inhibitors; 270,000 compounds, 0.23% hits; active = well fitted inhibition curve with a large enough effect in the polarisation, with a control signal flat, not every such curve was filed as active; inconclusive = small, poorly fitted or top-dose-only effect, or effect the other way, or a change in a side signal; inactive = no such curve, though single readings can be large or run the other way; the % refers to the polarisation; note: potency is the fitted concentration of half-maximal effect; % of control where 0% means no effect; many of its hits are not listed in these tables
# VP16 counter: Gal4-VP16 reporter inhibition counter-screen | Drosophila S2 Gal4-VP16 UAS-luciferase, luminescence, 20 h | Potency, µM (highest dose often 53.6 µM), for the others: top-dose activity, negative = inhibition, hits mostly inhibitors | 310,000 compounds, 3.5% hits | AID 2546;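 note: Gal4-VP16 expression switched on by copper sulfate through the metallothionein promoter; potency is the fitted concentration of half-maximal effect; % is set by controls: 0 for no effect and ±100 for the full control effect; nearly all actives have a fitted effect of over 50% in size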
# p53 reactivator: mutant p53 re-activation in reporter cells | H1299 p53-A138V BP100-luciferase reporter, luminescence, 24 h | Potency, µM (highest dose often 92.2 µM), without a hit: top-dose activity change, positive = activation, hits mostly activators | 320,000 compounds, 0.063% hits | AID 504706; note: potency is the fitted concentration of half-maximal effect; % of control where 0% means no effect; nearly all actives have a fitted effect of over 45% in size
#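 p53-null H1299 cells stably carrying temperature-sensitive p53-A138V and a BP100-luciferase reporter were pinned with compounds (4-point, 1:5 series) and held 24 hrs at 37 deg C. Luminescence was read 10 min after detection reagent.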
# ELG1 genotox: inducers of genotoxicity in HEK293T ELG1-luciferase cells | AID 504466 | HEK293T ELG1-luciferase reporter, luminescence, 16 h | 330,000 compounds, 1.3% hits | Potency, µM (top dose mostly 46 µM), for the others: at the top dose activity change, positive = activation, hits mostly activators; note: potency is the fitted concentration of half-maximal effect; % of control where 0% means no effect; nearly all actives have a fitted effect of over 60% in size
#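 HEK293T cells expressing luciferase-tagged ELG1 were treated with compound or DMSO for 16 hr at 37°C. Luciferase activity was then read after 30 min with ONE-Glo at room temperature; rising signal flags genetic stress.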
# NPC1 promoter act: activates the NPC1 promoter | 320,000 compounds, 2.4% hits | Potency, µM (titrated, usually from 9.22 µM), for the others: at the highest dose activation, most hits filed as activators | Huh7 NPC1 promoter luciferase reporter, 24 h | AID 485313;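 note: potency is the fitted concentration of half-maximal effect; % of control where 0% means no effect; nearly all actives have a fitted effect of over 60% in size; reporter is driven by a mutant NPC1 promoter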
#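 Cells: Huh7 expressing luciferase under the NPC1 promoter, 1500/well. Seeded 2 h, compound added, incubated 24 h at 37 °C. Luciferase reagent, 10 min ambient, then luminescence.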
# Rab9 promoter act: activators of Rab9 promoter | Huh7 Rab9 promoter-luciferase reporter, luminescence, 24 h | Potency, µM (doses to about 9.22 µM), for inactives: top-dose activation, negative = inhibition, actives largely listed as activators | 320,000 compounds, 2.8% hits | AID 485297; note: potency is the fitted concentration of half-maximal effect; % of control where 0% means no effect; nearly all actives have a fitted effect of over 60% in size
#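 Steps: seed 1500 Huh7 Rab9-luc cells per well, rest 2 h at 37 °C; add compound in DMSO; incubate 24 h; add luciferase reagent, 10 min ambient; read luminescence.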
# FLuc counter: inhibits or activates purified firefly luciferase, miR-21 counter-screen; 360,000 compounds, 6.9% hits; AID 588342; Potency, µM (titrated, usually from 57.5 µM), without a hit: at the top dose activity change, negative = inhibition, actives largely listed as inhibitors; purified FLuc, Km substrates, luminescence inhibition;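 note: potency is the fitted concentration of half-maximal effect; plate controls were vehicle for no effect and reference inhibitor for full effect; nearly all actives have a fitted effect of over 55% in size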
# Target sequence (P08659 whole entry, looked up): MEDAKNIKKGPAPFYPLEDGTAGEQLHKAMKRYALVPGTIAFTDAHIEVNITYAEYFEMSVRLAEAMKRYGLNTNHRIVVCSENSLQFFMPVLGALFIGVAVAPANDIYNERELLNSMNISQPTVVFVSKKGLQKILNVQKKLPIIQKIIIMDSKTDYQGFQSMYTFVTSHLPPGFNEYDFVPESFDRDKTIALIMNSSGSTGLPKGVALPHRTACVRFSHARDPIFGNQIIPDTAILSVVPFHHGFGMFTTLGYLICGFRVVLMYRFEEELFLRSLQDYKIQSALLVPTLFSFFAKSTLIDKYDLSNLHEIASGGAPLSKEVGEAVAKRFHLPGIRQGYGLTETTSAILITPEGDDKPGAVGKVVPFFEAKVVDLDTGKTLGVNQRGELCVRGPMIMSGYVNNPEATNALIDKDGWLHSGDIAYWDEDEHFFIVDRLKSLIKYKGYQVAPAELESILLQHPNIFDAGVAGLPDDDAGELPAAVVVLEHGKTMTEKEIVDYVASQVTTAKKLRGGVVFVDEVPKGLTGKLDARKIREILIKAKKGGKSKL
#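 Purified P. pyralis luciferase, 10 nM final, with Km-level 10 uM D-luciferin and 10 uM ATP in 50 mM Tris acetate pH 7.5, 10 mM Mg acetate, 0.01% Tween-20, 0.05% BSA; 6-point qHTS titration about 60 µM downward; luminescence read.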
# An asterisk follows results filed as active; ? = inconclusive; . = no result given; [ ] = remark or other dose. Unless noted, calls come from the whole dose curve; as a rule, active = well fitted curve in the direction sought with a large enough effect; inconclusive = small, poorly fitted or top-dose-only effect, or another doubt; inactive = no such curve, though single readings can be large; an effect the other way counts as inactive or inconclusive. Some of the compounds tested; count on the stated rates, not on these rows.
SMILES,PKM2 activator,BRCA1 expr act,RORg inh,Giardia kill,Menin-MLL TR inh,VP16 counter,p53 reactivator,ELG1 genotox,NPC1 promoter act,Rab9 promoter act,FLuc counter
O=C(NNc1cc(Cl)cc(Cl)c1)c1c(F)cccc1Cl,4%,-25%,-9%,17,.,-1%,-6%,-9%,-3%,-9%,-1%
Cc1cccc(-c2nc3ccccc3c(=O)n2NC(=O)Cc2ccc(Cl)cc2)c1,0%,-21%,1%,-10,11%,4%,4%,2%,-2%,-1%,2%
Cc1cc(Oc2ccc(N)cn2)cc(C)c1Cl,-2%,0%,40%,2,.,-4%,2%,0%,1%,-2%,3%
CCCn1c(SCC(=O)Nc2ccc3c(c2)OCCO3)n[nH]c1=O,.,-2%,.,6,.,.,5%,5%,6%,0%,-2%
CCOc1ccc(C2c3c(oc4ccccc4c3=O)C(=O)N2c2ccc(C)cn2)cc1OC (configuration not stated),0%,5%,-7%,-4,-1%,-1%,-1%,?,1%,-4%,4%
COc1ccccc1N(CC(=O)N1CCCCC1)S(=O)(=O)c1ccccc1,1%,-1%,16%,9,-25%,-3%,0%,-2%,-2%,1%,2%
CCc1cc2c(=O)c(-c3ccc(F)cc3)c(C(F)(F)F)oc2cc1OCC(=O)O,-4%,.,-36%,.,1%,-4%,4%,0%,-9%,3%,-16%
CC1CCC2C(=O)N(c3ccc(NC4CCN(Cc5ccccc5)CC4)c([N+](=O)[O-])c3)C(=O)C2C1 (configuration not stated),-1%,-45%,11%,37[activator],1%,3%,-3%,-6%,-4%,-2%,-2%
O=C1NCCN/C1=C\C(=O)c1ccc(Br)cc1,-6%,?,0%,-19,.,-4%,27%,10µM*,1.3µM*,1.3µM*,9.5µM*
O=C(O)C1CCN(c2c([N+](=O)[O-])cc(C(F)(F)F)cc2[N+](=O)[O-])CC1,-2%,-5%,0%,8,.,0%,-2%,0%,1%,3%,8%
N=c1c2c(ncn1Cc1ccco1)Oc1cc(O)ccc1C2c1ccccc1 (configuration not stated),?,-5%,-4%,11,.,?,-7%,-6%,-5%,1%,0%
CC1(NC(=O)CCc2ccccc2)CCN(CCCc2ccccc2)C1=O (configuration not stated),.,0%,.,-26,.,.,-8%,-2%,-4%,-3%,-1%
COc1ccc(/C(N)=N/OC(=O)C2CCCCC2)cc1,-13%,?,21%,8,.,4%,?,8.2µM*,2.8µM*,?,8.5µM*
O=C(COc1ccccc1)Nc1nnc(-c2ccc(F)cc2)o1,-3%,6%,?,11,.,6.3µM*,16%,-9%,-3%,-3%,0%
COc1cccc(N2C(=O)Nc3ccc(Br)cc3C2(O)C(=O)NCCN(C)C)c1 (configuration not stated),.,3%,14%,6,1%,0%,-1%,0%,-7%,-2%[1.84 µM],-3%
Clc1ccc(CNc2cnccn2)cc1Cl,.,-53%,25%,10,0%,9%,-6%,7%,-2%,-7%,0%
O=C(O)CCC(=O)N1N=C(c2ccc(Br)cc2)CC1c1cccc(Br)c1 (configuration not stated),4%[11.5 µM],-32%,1%,-20,-5%,-4%,.,-9%,0%,2%,-4%
Cc1cccn2c(=O)c(C=NCc3ccccc3)c(NCCO)nc12,1%,13%,-18%,-15,-4%,-1%,-2%,2%,-4%,-3%,-14%
COC(=O)c1ccc(-n2c(C)ccc2-c2ccccc2)cc1,?,-24%,-18%,-8,4%,-9%[0.365 µM],?,-4%,-3%,-2%,2%
O=C(CCNS(=O)(=O)c1ccccc1)NNC(=O)c1csc(N2CCOCC2)n1,.,14%,.,7,.,.,-1%,5%,-1%,0%,2%
COc1ccc(C(=O)OCC(=O)Nc2ccc(F)c(F)c2F)cc1OC,-5%,0%,-11%,13,-6%,-6%,-2%,-1%,-4%,1%,2%
CC(C)CC(NC(=O)OC(C)(C)C)c1cn([C@@H](CCCCNC(=O)OC(C)(C)C)C(=O)N2CCN(C(=O)OC(C)(C)C)CC2)nn1 (some centres not stated),-1%,-42%,12%,-6,?,0%,2%,-9%,-5%,0%,0%
COc1ccc(S(=O)(=O)N2CCOCC2)cc1C(=O)N(C)CCOc1ccc(Cl)cc1,.,-21%,.,-7,.,.,3%,-10%,-4%,-5%,.
CCc1cc(C(=O)OC)c(N2C(=O)C3C4C=CC(C4)C3C2=O)s1 (configuration not stated),-4%,1%,4%[0.365 µM],-15,10%,.,-5%,-1%,-1%,-3%,-1%
COCCN1CC(CNC(=O)c2cc(COc3ccccc3SC)on2)CC1=O (configuration not stated),0%,2%,-1%,18,1%,-3%,-15%,3%,-1%,6%,-19%
Cc1ccc(SCC(=O)O/N=C(\N)c2ccc([N+](=O)[O-])cc2)cc1,1%,-32%,18%,-11,7%,1%,6%,3%,1%,0%,-7%
CC(=O)Nc1ccc2c(c1)OCCO2,2%,3%,-2%,-12,16%,2%,-3%,-1%,-7%,8%,7%
CC(C)(C)c1[nH]nc2c1C(c1ccsc1)C(C#N)=C(N)O2 (configuration not stated),2%,-5%,20%,18,21%,-13%,6%,4%,-4%,0%,-4%
COc1cccc(NC(=S)N/N=C2\CC(C)(C)Oc3ccc(O)cc32)c1,-9%,-20%,7.1µM*,-15,52%[activator],4.5µM*,-6%,-2%,0%,1%,4%
COC(=O)CNC(c1ccccc1)c1cc(Br)ccc1NC(=O)CCN1CCOCC1 (configuration not stated),20%,-88%[inhibitor],?,4,-3%,14µM*,-34%[inhibitor],0%,-3%,-1%,3%
Cc1ccc2c(C)nc(N/C(N)=N/S(=O)(=O)c3ccccc3)nc2c1,-7%,-14%,-8%,17,.,-8%,3%,7%,-4%,2%,3%
CCn1c(CN2CCN(Cc3ccc(C)cc3)C(CCO)C2)nc2ccccc21 (configuration not stated),8%,6%,-117%,-2,?,-8%,-3%,-1%,-2%,-2%,0%
COc1ccc(CCN2CC(C(=O)Nc3cccc(C(C)=O)c3)CC2=O)cc1OC (configuration not stated),6%,0%,7%,-5,-9%,-5%,-3%,-2%,-1%,5%,-2%
COc1cc2c(cc1OC)CN(C(=O)c1ccc(OC)c(S(=O)(=O)N3CCCC3)c1)CC2,.,52%,.,4,.,.,-2%,6%,-1%,19%,-1%
CC(C)OC(=O)CSc1nnc(-c2cnccn2)n1Cc1ccco1,1%,-5%,-10%,-29,0%,2%,.,.,.,.,-2%
O=C1CCc2cc(S(=O)(=O)N3CCC(C(=O)NC4CCCC4)CC3)ccc2N1,-14%,0%,-15%,11,1%,6%,2%,6%,0%,-1%,4%
COc1ccc(CN2CCC(=O)N([C@H](CO)CC(C)C)CC2)cc1,1%,-12%,6%,-5,-23%,3%,.,1%,0%,-1%,1%
Cc1cc(C)n(-c2nc(SCC(=O)O)c3c4c(sc3n2)CCCC4)n1,3%,.,?,.,.,-7%,-2%,0%,0%,-1%,?
O=C(NCC(c1ccco1)N1CCCC1)c1cccc(NS(=O)(=O)c2ccc(Br)cc2)c1 (configuration not stated),.,-5%,.,-7,.,.,3%,0%,-2%,2%,7%
CCCc1[nH]nc2c1C(c1cc(OC)cc(OC)c1)C(C#N)=C(N)O2 (configuration not stated),-7%,-14%,3%,3,-7%,10%,3%,11%,8%,2%,-4%
O=C(NCc1ccccc1)C(=O)NCC1OCCN1C(=O)c1ccc(Cl)cc1 (configuration not stated),-6%,-2%,1%,-1,-12%,5%,-1%,0%,-3%,-2%,-4%
CCOc1cc(C(=O)N(C)Cc2cc3ccccc3[nH]c2=O)cc(OCC)c1OCC,3%,4%,-18%,9,-19%,3%,1%,-17%,-2%,-2%,-1%
CN(Cc1cn(C)nc1-c1ccc(Oc2ccccc2)cc1)C1CCOC1 (configuration not stated),1%,-9%,-4%,14,.,-9%,-3%,-4%,-4%,-4%,1%
Cc1ccc(CN2CCN(Cc3ccco3)CC2)cc1,1%,0%,-13%,5,-22%,-4%,49%,-4%,-2%,4%,4%
CC(C)CN1CCC(Oc2cccc(C(=O)NCCc3ccccc3)c2)CC1,2%,-14%,-18%,27,?,21%,40µM*,20%,0%,0%,?
Cc1cc(C)nc(Nc2ccccc2Br)n1,-3%,-18%,-6%,13,-8%,13%,3%,5%,2%,0%,-14%
COc1ccc(CNC(=O)COC(=O)c2ccccc2C(=O)c2ccccc2)cc1,1%,-21%,0%,-16,?,-2%,-2%,-6%,6%,-1%,5%
COc1ccc2nc(SCC(=O)NCc3ccc(OC)c(OC)c3)[nH]c2c1,0%,0%,-7%,5,-9%,-5%,-2%,-2%,2%,-2%,-1%
O=C(Nc1cccs1)Nc1c(F)c(F)c(F)c(F)c1F,1%,-29%,3%[10 µM],-4,13%,?,4%,-7%,-2%,?,-9%

# Assay outcomes: PubChem BioAssay, National Center for Advancing Translational Sciences (NCATS)
